IEC-6 cytotox: kills IEC-6 intestinal cells in KLF5 counter-screen. IEC-6 cytotoxicity, luminescence viability. inhibition, % at 5 µM. actives 0.78% (n = 290,000); in the data active = inhibition above about 22%;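 note: 0% = plate median of test compound wells and 100% = cytotoxic reference compound wells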
HSP90 refold inh: blocks HSP90-mediated luciferase refolding in reticulocyte lysate. Rabbit reticulocyte lysate, luciferase refolding luminescence, 3 h. inhibition, % at 5.6 µM. actives 0.91% (n = 290,000);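 active = inhibition above the screen-wide mean plus 3 SD, computed separately per campaign, cut at about 16% in these data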;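 note: 0% = DMSO wells and 100% = 60 µM geldanamycin wells; inhibitors lower the luminescence because luciferase stays unfolded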
GSK3A inh: human GSK-3 alpha kinase inhibition; inhibition, % at 10 µM; ADP-Glo luminescence, 60 min; AID 2650; P49840; actives 0.1% (n = 320,000);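 in the data active = inhibition above about 50%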;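 note: GST-tagged GSK-3 alpha with peptide substrate and 25 µM ATP; 0% = DMSO neutral wells and 100% = GW8510 positive control wells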
Target sequence (P49840 whole entry, looked up): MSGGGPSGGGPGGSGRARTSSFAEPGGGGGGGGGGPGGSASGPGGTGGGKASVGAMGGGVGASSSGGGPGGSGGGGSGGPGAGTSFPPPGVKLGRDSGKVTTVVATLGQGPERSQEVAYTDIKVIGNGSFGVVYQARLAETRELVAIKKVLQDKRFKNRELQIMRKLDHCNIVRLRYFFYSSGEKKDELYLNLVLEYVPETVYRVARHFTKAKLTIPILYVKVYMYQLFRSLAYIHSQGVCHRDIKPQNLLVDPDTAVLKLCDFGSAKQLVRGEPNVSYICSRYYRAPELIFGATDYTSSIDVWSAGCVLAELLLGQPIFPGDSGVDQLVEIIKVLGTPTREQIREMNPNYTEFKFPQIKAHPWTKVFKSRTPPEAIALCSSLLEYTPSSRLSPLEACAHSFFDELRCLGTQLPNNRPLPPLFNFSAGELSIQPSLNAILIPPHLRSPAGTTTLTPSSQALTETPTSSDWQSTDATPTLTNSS
HIF activator: HIF pathway transcriptional activation; actives 0.32% (n = 300,000); AID 1910; U2OS HRE-luciferase reporter, luminescence; normalized: DMSO 0%, desferrioxamine 100%; activation, % at 7.5 µM (by protocol);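 active = mean activation of at least 10% of the iron chelator positive control signal, with at least half of replicates also reaching 10%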
KLF5 inh: inhibitors of KLF5 expression; DLD-1 KLF5 promoter-luciferase reporter, luminescence; inhibition, % at 5 µM; actives 0.23% (n = 290,000);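 active = inhibition above a per-plate limit of that plate's mean compound inhibition plus 3 SD, cut at about 60% in these data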;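 note: 0% = DMSO wells and 100% = LY294002 at 200 µM; higher means less KLF5 promoter-driven luciferase light; inactives centre near -14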
AI-2 QS modul: modulates the Vibrio harveyi AI-2 quorum sensing system; Vibrio harveyi JMH597 AI-2 luminescence/OD600 ratio, 9 h; stronger effect = lower value; strain lacks LuxN and CqsS sensors; 0 = neutral-control median; activity change, % at 7.5 µM; actives 0.4% (n = 300,000); in the data active = activity change below about -75%, passing the limit was not always enough;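 note: luminescence divided by OD600 gain over 9 h not by final OD600 alone; inactives centre near 13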
aSyn UTR inh: 5' untranslated region of α-synuclein, MLPCN primary screen; alpha-synuclein 5'UTR reporter, inhibitor activity; inhibition, % (tested at 7.5 µM); actives 0.82% (n = 300,000); AID 1813; in the data active = inhibition above about 60%;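 note: H4 neuroglioblastoma cells stably carrying SNCA 5'UTR luciferase fusion; 0% = DMSO wells and 100% = positive control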
HSF1 inhib: HSF1 inhibition; NIH3T3-HGL HSE-luciferase, MG132-induced, luminescence 8 h; stronger effect = lower value; activity change, negative = inhibition, % at 7.5 µM (by protocol); actives 0.77% (n = 300,000);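 active = more than half of replicate wells show activity change below -50%, luminescence cut by over half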;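 note: luciferase reports HSF-1 transcriptional activity via heat shock element; 0% = median of DMSO wells and -100% = zero luminescence signal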
GSK3B inh: inhibitors of human GSK3beta kinase. actives 0.038% (n = 300,000). activity score (negative = inhibition), % at 10 µM. GST-GSK3beta kinase, ADP-Glo luminescence, 60 min; stronger effect = lower value;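 active = more than half of replicate wells score below -50%, meaning over 50% inhibition versus plate controls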;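 note: 0% = median DMSO wells and -100% = median GW8510 positive control wells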
Target sequence (P49841 whole entry, looked up): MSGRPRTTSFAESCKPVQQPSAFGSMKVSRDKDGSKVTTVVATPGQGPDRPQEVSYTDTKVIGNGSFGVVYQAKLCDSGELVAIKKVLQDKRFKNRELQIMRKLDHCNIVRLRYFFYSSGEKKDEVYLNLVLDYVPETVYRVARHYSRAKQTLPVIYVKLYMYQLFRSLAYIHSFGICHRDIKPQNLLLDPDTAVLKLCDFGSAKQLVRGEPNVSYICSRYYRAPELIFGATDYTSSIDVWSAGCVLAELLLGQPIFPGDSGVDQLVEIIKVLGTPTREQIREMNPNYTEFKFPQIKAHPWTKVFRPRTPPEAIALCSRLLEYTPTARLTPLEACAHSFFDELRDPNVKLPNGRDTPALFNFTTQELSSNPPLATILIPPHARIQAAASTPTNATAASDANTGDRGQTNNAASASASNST
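Assay system: GST-fused GSK3beta enzyme, cell-free / Medium: Tris pH 7.5 buffer with MgCl2, DTT, BSA, heparin / Also added: peptide substrate plus 25 µM ATP (final) / Compound: 10 µM single point / Timing: kinase reaction with compound 60 min at room temperature / Detection: ADP-Glo luminescence / Benchmarks: DMSO neutral wells and GW8510 at 20 µM as positive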
HSF1 activator: increases HSF-1 driven luciferase reporter signal; actives 1.7% (n = 300,000); AID 504408; NIH3T3-HGL HSF-1 luciferase reporter, MG132, 8 h; 100% = twice DMSO control signal; activation, % at 9 µM;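 active = mean replicate activation of at least 50% with a set share of replicates each reaching 50%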;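 note: 0% = median of the neutral control wells and 100% = twice that signal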
* = called active by the depositor; nt = no result given.

compound	IEC-6 cytotox	HSP90 refold inh	GSK3A inh	HIF activator	KLF5 inh	AI-2 QS modul	aSyn UTR inh	HSF1 inhib	GSK3B inh	HSF1 activator
C=CCNC(=O)c1ccccc1NC(=O)c1cccc2ccccc12	3	6	3	-15	-8	17	22	-2	0	-11
COc1ccc(N2CCN(CCCNC(=O)Cn3c(=O)c4cccn4c4ccccc43)CC2)cc1	-4	1	-1	0.7	0	15	2	2	2	-3
C=CCNC(=S)/N=c1/ccccn1CCC	0	-1	-3	0.1	-35	16	12	-8	-1	-11
Cc1cccn2c(=O)c(/C=N/O)c(N3CCCCC3)nc12	-3	-1	0	-0.2	-32	23	-11	-6	2	9
COc1ccc(S(=O)(=O)N2CCN=C2SCc2cccc(F)c2)cc1	0	4	-2	0.0	-2	-4	-14	14	-6	29
Cc1c(C(=O)Nc2ccc(Br)cc2)cnn1C	1	1	-3	1.4	-59	15	-112	5	0	29
CC(C)(C)c1ccc(C2C(C(=O)c3ccco3)=C(O)C(=O)N2CC2CCCO2)cc1 (stereo unspecified)	1	0	-2	1.8	-3	39	20	5	1	32
COc1ccccc1NC(=O)CSc1nc(=O)n(Cc2ccncc2)c2c1CCCC2	nt	nt	-3	0.1	nt	21	4	2	2	11
COc1ccccc1-n1c(C)c(C(C)=O)c2cc(O)ccc21	0	-4	2	0.5	-23	-13	27	3	0	1
O=C(CCCl)Nc1ccc(S(=O)(=O)NCc2ccco2)cc1	5	2	-2	-0.2	-21	9	9	-3	-6	4
COc1ccc(C(=O)Nc2ccc3ccccc3c2)cc1OC	8	2	0	4.3	-190	-1	-176	25	3	64*
Cn1c(=O)c(C(=O)Nc2ccccn2)c(O)c2ccccc21	2	-1	-1	-2.9	-2	2	44	19	-3	50
Cc1nn(C(=O)c2cccnc2)c(C)c1C	6	-1	2	0.2	-12	6	-8	-11	-1	-7
COc1ccccc1NC(=O)c1cc(C(=O)Nc2ccccc2OC)cc(N2C(=O)CCC2=O)c1	-6	-1	-1	-0.5	-3	40	-1	6	-4	-3
Cc1c(OC(C)C(=O)N2C[C@H]3C[C@@H](C2)c2cccc(=O)n2C3)ccc2c3c(c(=O)oc12)CCC3 (stereo partly specified)	10	-5	0	-0.1	-35	8	29	8	-2	10
COc1cc(C(=O)Nc2cccc3ncccc23)cc(OC)c1OC	0	1	-2	0.1	1	14	9	12	3	45
Cc1ccc(OCC(=O)Nc2cccc(S(=O)(=O)N3CCCCCC3)c2)c([N+](=O)[O-])n1	-4	-3	4	-0.3	-43	21	18	-8	-1	-12
COc1ccc(NC(=O)C2CC(=O)N(C)C(=Nc3ccc4c(c3)OCO4)S2)cc1 (stereo unspecified)	-1	9	1	nt	10	3	28	5	-1	-4
Cc1cc(CSC(=N)N)c(CSC(=N)N)cc1C	-1	2	0	-0.2	-5	21	-23	-3	-8	-7
Cc1ccc2nc(NC(=O)CSc3ncnc4c3oc3ccccc34)sc2c1	7	0	nt	0.1	-16	7	-22	-2	2	-1
CS(=O)(=O)Nc1ccccc1C(=O)NC1CC2CCC1C2 (stereo unspecified)	-2	-1	2	0.2	-17	0	15	1	5	7
COCCn1c(=S)[nH]c2ncccc2c1=O	-6	4	0	0.2	-2	48	-21	0	1	-3
COc1cc(OC)c(NS(=O)(=O)c2cc(C(=O)OC(C)C(=O)NC3CC3)c(Cl)cc2Cl)cc1Cl (stereo unspecified)	6	0	1	-0.3	7	26	-21	4	3	1
CNC(=O)/C(C#N)=c1\s/c(=C/C(=O)OC)c(=O)n1-c1ccccc1	3	0	-1	-0.9	-8	6	-24	4	0	32
Cc1ccc(S(=O)(=O)Nc2ccc(NC(=O)c3cccnc3)cc2)cc1	-6	-2	0	-0.2	-9	8	7	-3	3	-14
COc1cc(CNc2cccc(C(=O)O)c2)cc(Br)c1OCC(=O)NC(C)(C)C	2	-3	1	-0.6	-1	15	20	-2	0	-11
COc1ccccc1C(=O)NNC(=O)C1CC=CCC1 (stereo unspecified)	10	0	6	-2.3	-42	11	-41	9	-2	16
O=C(Nc1nc2c(s1)CCCC2)c1nn(Cc2ccccc2)c(=O)c2ccccc12	-4	-5	2	-0.1	-19	21	21	-4	4	-13
CCC1CCCCN1C(=O)CSc1nc(N)cc(=O)[nH]1 (stereo unspecified)	-2	-1	-4	-0.1	-7	15	14	-1	-3	-7
Nn1c(-c2cccc([N+](=O)[O-])c2)nc2ccccc2c1=O	3	0	1	-0.9	-17	-3	28	2	2	6
CC(=O)C1=C(C)NC(SCC(N)=O)=C(C#N)C1c1ccco1 (stereo unspecified)	4	-2	-1	0.1	-34	23	-13	7	-2	32
CC(C)COc1ccc(C(=O)Nc2ccc(NC(=O)c3ccco3)cc2)cc1	-5	-2	-6	-0.8	-11	36	-21	-1	-1	-4
CCc1cc(C(=O)O)c(NC(=O)c2cc(OC)c(OC)c(OC)c2)s1	-1	-3	-3	-0.1	-29	45	12	-14	1	-6
COc1ccccc1NS(=O)(=O)c1cc(C(=O)N2CCN(C/C=C/c3ccccc3)CC2)ccc1C	2	3	-1	-0.5	-31	10	16	2	0	6
COc1cc(-c2n[nH]c(=S)n2-c2ccc(C)cc2)cc(OC)c1OC	3	3	6	-0.3	-12	17	3	4	-6	26
CCOc1ccc(NC(=O)CNC(=O)COc2ccccc2)cc1	-4	2	-1	0.6	10	33	-21	7	-2	8
CCOC(=O)N1CCN(C(=O)C2CCC(=O)N(Cc3cccc(C(F)(F)F)c3)C2)CC1 (stereo unspecified)	-5	1	-2	-0.5	-64	22	-19	-3	0	-7
Cc1ccc(OCC(=O)OCc2nc3scc(-c4ccccc4)c3c(=O)[nH]2)cc1C	nt	nt	-4	-0.3	nt	17	5	4	-2	15
COc1ccc(C(=O)N2CCC(C(=O)Nc3ccc4c(c3)OCCO4)CC2)cc1	0	9	3	-0.4	-16	10	-34	-28	2	-35
O=C(CCNS(=O)(=O)c1ccc2c(c1)CCC(=O)N2)NCc1cccnc1	4	2	0	-0.9	-5	16	21	4	1	9
CSc1cccc(NC(N)=O)c1	0	-1	2	-0.5	-30	5	-1	-4	6	-5
CC(C)n1c(/N=C/c2c[nH]c3ccccc23)nc2ccccc21	0	7	-2	1.0	-10	23	4	-3	2	11
CCCNC(=O)Cn1nc(C(F)(F)F)cc1C	-5	3	-1	-0.4	-33	-6	25	15	1	48
CCOc1ccc(S(=O)(=O)N2CCC(C(=O)NCc3ccccn3)CC2)cc1Cl	5	0	-1	0.1	-1	14	26	-1	-1	34
COCCn1c(=O)[nH]c2cc(C(=O)N3CCN(c4ccc(OC)cc4)CC3)ccc2c1=O	5	3	1	-4.3	-9	nt	-8	-3	nt	12
Cc1cc(CN2CCCCC2)oc1C(=O)O	-3	-3	-1	0.3	-1	19	17	nt	1	nt
O=C(Cc1ccsc1)Nc1ccc(S(=O)(=O)C(F)F)cc1	0	-2	0	0.0	-64	-87*	-42	-64*	5	-71
Cc1ccc(O)c(-c2cc(-c3ccccc3[N+](=O)[O-])[nH]n2)c1	0	-4	-1	1.9	-14	50	-95	42	-2	59*
CCn1c2ccc(F)cc2c2nc3ccccc3nc21	4	0	0	0.0	4	4	17	-13	0	-11
COc1ccccc1C(=O)NC(=O)COC(=O)CN1C(=O)NC2(CCCCC2C)C1=O (stereo unspecified)	nt	nt	1	0.1	nt	23	12	11	2	-3
COC(=O)CCCCC1SCC(NC(=O)c2ccccc2)C1=O (stereo unspecified)	4	2	0	0.0	-5	21	1	7	-2	23
Cc1ccc(N2C(=O)CS(=O)C(c3ccccc3)C2=O)cc1C (stereo unspecified)	-6	-4	1	1.4	-10	6	9	4	-1	-12
COC(=O)c1cc(S(=O)(=O)NCC2CCN(Cc3ccccc3F)CC2)c[nH]1	3	7	nt	nt	-4	-3	-20	1	0	-2
COc1ccccc1NC(=O)c1ccc(-n2cccn2)nc1	7	3	-2	-0.5	-6	29	-27	0	-4	44
O=C(CN1C(=O)c2ccccc2S1(=O)=O)NCCSC1CCCCC1	1	-1	6	0.4	24	18	21	-2	-1	6
CC(=O)NS(=O)(=O)c1ccc(NC(=O)/C=C/c2ccccc2)cc1	6	0	-3	-0.3	13	10	-14	2	4	-5
Cc1ccc(NC(=S)Nc2cccc3ccccc23)cc1	2	-1	2	-0.4	37	14	-65	-80*	-6	-83
COc1ccc(C(=O)N2CC(c3ccc(Cl)cc3)CC2=O)cc1 (stereo unspecified)	nt	nt	0	-0.5	nt	11	-18	-4	0	14
Cc1c2cnn(CC(=O)NCc3ccccn3)c(=O)c2c(C)n1Cc1ccc(Cl)cc1	1	1	0	-0.1	-3	19	3	12	1	25
CCOc1ccc(-c2nc(N)ncc2-c2ccccc2)c(O)c1	-2	0	2	0.4	-13	27	35	9	-2	6

Later entries
compound	IEC-6 cytotox	HSP90 refold inh	GSK3A inh	HIF activator	KLF5 inh	AI-2 QS modul	aSyn UTR inh	HSF1 inhib	GSK3B inh	HSF1 activator
Cc1nnc(N2CCC(C(=O)NC3CCC(C)CC3)CC2)c2nn(-c3ccc(Cl)cc3)c(C)c12 (stereo unspecified)	-4	0	0	0.1	-1	51	36	-2	2	4
CN(C)c1nc(SCC(=O)Nc2ccc(Cl)c(Cl)c2)nc(N2CCOCC2)n1	7	3	-1	-1.1	-9	7	-12	17	3	26
COc1ccc(CCNC2CCN(C)CC2)cc1OC	7	4	-1	-5.8	-6	18	0	1	1	-6
CC(Oc1ccc(F)cc1)C(=O)Nc1ccccc1C(=O)NC1CC1 (stereo unspecified)	nt	nt	-2	-0.7	nt	11	-11	5	0	6
COc1ccc(Br)cc1CNC(=O)C1CCN(c2nnc(N3CCCC3=O)s2)CC1	4	3	-1	0.1	-43	12	7	1	-1	4
Cc1cc(=O)[nH]c(N2CCN(c3ccc(Cl)cc3)CC2)n1	2	-2	2	-1.2	0	39	8	6	0	8
Cc1ccc(-c2noc(CCC(=O)Nc3ccccc3C)n2)cc1	6	1	2	0.0	-7	23	-20	-2	1	-4
COc1ccc(CC(NC(C)=O)C(=O)NC2CCN(S(=O)(=O)c3ccc(NC(C)=O)cc3)CC2)cc1 (stereo unspecified)	-10	-2	0	-0.2	5	42	-19	-8	0	4

Record cards (already shown). Values in the order: IEC-6 cytotox, HSP90 refold inh, GSK3A inh, HIF activator, KLF5 inh, AI-2 QS modul, aSyn UTR inh, HSF1 inhib, GSK3B inh, HSF1 activator
COc1ccc(CCNC2CCN(C)CC2)cc1OC is entered as 7, 4, -1, -5.8, -6, 18, 0, 1, 1, -6
COc1ccc(CC(NC(C)=O)C(=O)NC2CCN(S(=O)(=O)c3ccc(NC(C)=O)cc3)CC2)cc1 (stereo unspecified) is entered as -10, -2, 0, -0.2, 5, 42, -19, -8, 0, 4
CN(C)c1nc(SCC(=O)Nc2ccc(Cl)c(Cl)c2)nc(N2CCOCC2)n1 is entered as 7, 3, -1, -1.1, -9, 7, -12, 17, 3, 26
